NOD1 inhibition – inhibition of NOD1-driven NF-kB reporter – cell-based, luminescence, uHTS, primary screen (AID 1578); NOD1-driven NF-kB luciferase reporter cells, luminescence; higher % means a stronger effect; 290,000 tested, 1% active; one-dose inhibition, % at 4 µM; EC50 in µM for titrated hits; in the data active means inhibition mostly above about 36%, no sharp cut-off; inactive means mostly below about 34%;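 further: HEK-293T reporter cells stimulated with the NOD1 agonist gamma-tri-DAP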
NTR1 ag – agonists of NTR1, primary screen, imaging, U2OS cells, beta-arrestin-GFP, high content (AID 493036); P30989; NTR1-U2OS beta-arrestin-GFP spot imaging, agonist mode; activation, % at 20 µM; 330,000 tested, 0.17% active;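 active means activation at or above 40% of the spot to cytoplasm intensity ratio, with at least 20 cells analyzed; inconclusive means wells under 20 cells, flagged as cytotoxic or low count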;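 further: 0% = DMSO without peptide and 100% = 100 nM NTR1 peptide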
Target sequence (P30989 whole entry, looked up): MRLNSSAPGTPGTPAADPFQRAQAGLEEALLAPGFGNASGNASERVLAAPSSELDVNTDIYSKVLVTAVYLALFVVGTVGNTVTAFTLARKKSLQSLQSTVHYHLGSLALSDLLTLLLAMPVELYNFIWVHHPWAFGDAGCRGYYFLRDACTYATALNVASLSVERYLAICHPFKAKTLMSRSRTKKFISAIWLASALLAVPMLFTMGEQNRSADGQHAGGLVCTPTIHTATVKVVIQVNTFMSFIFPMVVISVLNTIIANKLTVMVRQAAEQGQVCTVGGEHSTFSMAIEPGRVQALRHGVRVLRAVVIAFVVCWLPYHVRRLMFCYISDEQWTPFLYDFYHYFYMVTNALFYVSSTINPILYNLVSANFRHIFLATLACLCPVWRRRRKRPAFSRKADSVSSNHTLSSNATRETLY
GPR55 antagonists – inhibition of LPI-stimulated GPR55 beta-arrestin translocation – imaging, U2OS, beta-arrestin-GFP, LPI agonist, primary screen (AID 2013). U2OS GPR55 beta-arrestin-GFP translocation imaging, LPI antagonism; higher % means a stronger effect. one-dose inhibition, % at 10 µM; IC50 in µM for titrated hits. 290,000 tested, 0.13% active;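 active means spots per cell inhibited over 60%, with over 100 cells counted and total cytoplasm intensity under 500,000; inconclusive means wells with under 100 cells, flagged as likely toxic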;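 further: U2OS cells stably carrying GPR55 and arrestin-GFP stimulated by 5 µM LPI near EC80; imaged beta-arrestin-GFP aggregate spots per cell after agonist stimulation; plate controls were LPI-stimulated DMSO wells for no effect and DMSO wells without LPI for full effect; some results filed as inactive read as strong as hits; confirmed hits need IC50 under 10 µM and bright autofluorescent wells are also inconclusive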
T cell HTS – T cell immune modulation candidate | 2C CD8+ T cell-vesicle binding, flow cytometry; hits give low values | calls only at 7 µM | 330,000 tested, 0.068% active;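 active means response, share of CD8 T cells binding vesicles, and their 90th percentile fluorescence all below set limits, cut at about 80% in these data, passing the limit was not always enough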
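Also added: QL9-peptide-loaded Drosophila micro-vesicles bearing Ld, ICAM-1 and B7-1; Test system: purified 2C TCR transgenic mouse naive CD8+ T cells; Measured by: cytometric PE anti-B7-1 and Alexa647 anti-CD8 signals after 1% paraformaldehyde fixation; Timing: binding step 1.5 h, 37 °C, antibody labelling 20 min, ice.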
KOR beta-arrestin-1 – kappa opioid receptor activators – cell-based, luminescence, uHTS, primary screen (AID 1777) | KOR beta-arrestin recruitment, luminescence; higher % means a stronger effect | activation, % at 10 µM, or EC50 in µM where a hit was titrated | 280,000 tested, 0.02% active; in the data active means activation above about 50%, passing the limit was not always enough; further: a part of the inactive calls stands beside numbers as strong as those of hits
KOR beta-arrestin-2 – KOR antagonists, beta-arrestin recruitment, cell-based, luminescence, uHTS (AID 1778) | inhibition, % at 10 µM; hits with a dose series show IC50 in µM | KOR beta-arrestin recruitment, luminescence, antagonist mode; higher % means a stronger effect | 290,000 tested, 0.091% active; further: strong numbers were not always called active
Myeloid diff 2 – promotes myeloid progenitor differentiation; ER-HoxA9 myeloid progenitors, lysozyme-GFP differentiation, flow cytometry; calls only at 10 µM; 360,000 tested, 1% active; AID 624256;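 active means normalized GFP-positive differentiation at or above the plate's own cutoff, the solvent-only control mean plus 3 SD; inconclusive means no clear call, values can overlap the other calls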;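 further: cells exposed to compound for four days before flow analysis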
NOD2 inhibition – inhibition of NOD2-driven NF-kB reporter – cell-based, luminescence, uHTS, HEK293 (AID 1566). HEK293 NOD2/NF-kB luciferase reporter, luminescence; higher % means a stronger effect. inhibition, % at 4 µM; hits with a dose series show EC50 in µM. 290,000 tested, 0.63% active; further: many of its hits are not listed in these tables
GPR55 activation – selective activators of receptor GPR55 – imaging, U2OS cells, beta-arrestin-GFP redistribution, primary screen (AID 1961); U2OS GPR55 beta-arrestin-GFP redistribution imaging; higher % means a stronger effect; activation, % at 10 µM; hits with a dose series show EC50 in µM; 290,000 tested, 0.048% active;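 active means activation above 40% with more than 50 cells counted in the well; inconclusive means wells holding fewer than 50 cells, flagged as toxic or sparse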;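 further: U2OS osteosarcoma cells stably expressing GPR55 and beta-arrestin-GFP; plate controls were DMSO negative control for no effect and LPI positive control for full effect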
T cell HTS vesicle-bound % – also measured in T cell HTS; calls as there; double positive events, %; measured here: CD8+ vesicle-bound cell fraction;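 binding gate set so that unloaded-vesicle control wells show 10% double positive cells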
NTR1 ag cell count 20 µM – also measured in NTR1 ag; calls as there; cell count; measured here: cell count, cytotoxicity flag
Myeloid diff 2 GFP+ MAC1+ % – also measured in Myeloid diff 2; calls as there; GFP+ MAC1+ double positive, %; measured here: differentiation confirmed by MAC1 staining
* hit, by the source's call; i = inactive; ? = inconclusive; . = not tested or not shown; [ ] = remark or other dose. Unless noted, no stated cut-off is given here; in the data, active means inhibition above about 50%; inactive means the rest. An excerpt; the hit share may differ from the screen's.

SMILES	NOD1 inhibition	NTR1 ag	NTR1 ag cell count 20 µM	GPR55 antagonists	T cell HTS	T cell HTS vesicle-bound %	KOR beta-arrestin-1	KOR beta-arrestin-2	Myeloid diff 2	Myeloid diff 2 GFP+ MAC1+ %	NOD2 inhibition	GPR55 activation
Cc1ccc(NC(=O)CN(C)CCOc2ccccc2)c([N+](=O)[O-])c1	-9%	1.9	52	-5%	i	23	1.0%	-11%	i	0.3	-6%	.
CCC(=O)Oc1ccc2c(c1)OC1(OC(C)=O)OC(C)CC1=C2C (stereo unspecified)	0%	-0.2	63	-1%	i	42	1.1%	-4%	i	0.8	14%	0.6%
CCOC(=O)c1nonc1NC(C)=O	-38%	0.7	85	-5%	i	29	-6.6%	-7%	i	0.8	5%	-0.2%
Cc1ccc(-c2c3c(=O)n(C)c(=O)n(C)c3cn2Cc2ccccn2)cc1	-2%	-0.7	25	-2%	i	29	-3.1%	4%	i	0.9	14%	0.2%
Cc1nc2ccccc2cc1C(=O)N/N=C/c1ccc([N+](=O)[O-])cc1	4%	0.4	81	14%	i	52	5.4%	21%	i	1.6	15%	-0.3%
CCCc1cc(=O)n2[nH]c(NCc3ccccc3Cl)nc2n1	-13%	0.2	89	-2%	i	38	-5.9%	-10%	i	0.9	10%	-1.0%
C1CCN(c2nc(N3CCCCC3)nc(N3CCNCC3)n2)CC1	10%	4.9	45	8%	i	28	-4.1%	1%	i	0.4	9%	-0.2%
Cc1ccc(S(=O)(=O)N2CCC(C(=O)O)CC2)cc1C(=O)O	-3%	-0.3	56	1%	i	40	2.8%	-58%	i	0.8	5%	0.3%
O=C(Cc1cccs1)Nc1ccccn1	-22%	-0.5	80	12%	i	42	-1.4%	0%	i	1.7	-1%	-0.2%
CCC(=O)Nc1cc(C(=O)NCC2CCCN2CC)c(OC)cc1N(C)C (stereo unspecified)	-35%	-1.7	61	8%	i	32	-5.5%	52%	i	4.2	2%	0.3%
O=S(=O)(c1ccc(NC(=S)NCCC(c2ccccc2)c2ccccc2)cc1)N1CCOCC1	-5%	5.4	63	39%	i	22	8.0%	-4%	?	.	4%	-0.4%
CCNc1nc(CN2CCCCC2)nc2scc(-c3ccccc3)c12	4%	-1.0	101	-2%	i	57	-1.0%	25%	i	0.7	14%	-0.1%

Brought forward from above: 3 entries, followed by the next part.
SMILES	NOD1 inhibition	NTR1 ag	NTR1 ag cell count 20 µM	GPR55 antagonists	T cell HTS	T cell HTS vesicle-bound %	KOR beta-arrestin-1	KOR beta-arrestin-2	Myeloid diff 2	Myeloid diff 2 GFP+ MAC1+ %	NOD2 inhibition	GPR55 activation
CCC(=O)Nc1cc(C(=O)NCC2CCCN2CC)c(OC)cc1N(C)C (stereo unspecified)	-35%	-1.7	61	8%	i	32	-5.5%	52%	i	4.2	2%	0.3%
O=S(=O)(c1ccc(NC(=S)NCCC(c2ccccc2)c2ccccc2)cc1)N1CCOCC1	-5%	5.4	63	39%	i	22	8.0%	-4%	?	.	4%	-0.4%
CCNc1nc(CN2CCCCC2)nc2scc(-c3ccccc3)c12	4%	-1.0	101	-2%	i	57	-1.0%	25%	i	0.7	14%	-0.1%
COc1cc(C(C)=O)ccc1Oc1cc(NN2CCCCC2)c([N+](=O)[O-])cc1[N+](=O)[O-]	-10%	4.6	92	12%	i	18	-4.4%	-28%[20 µM]	i	1.1	15%	-0.2%
CS(=O)(=O)N(CC(=O)Nc1ccccc1Sc1ccccc1)C1CCCCC1	36%	23	63	19%	i	46	0.6%	8%	i	2.8	6%	0.2%
Cc1ccc(NC(=O)CSCC(=O)N2CCOCC2)cc1	-35%	-1.3	81	3%	i	25	-6.8%	4%	i	1.4	10%	0.1%
CCC(=O)c1ccc(OCC(=O)O)cc1	-18%	.	.	-2%	.	.	9.5%	10%	i	0.8	6%	0.3%
COc1ccc(N2CCN(CC(O)COc3ccccc3[N+](=O)[O-])CC2)cc1 (stereo unspecified)	-18%	-1.4	73	12%	i	61	8.4%	2%	i	0.2	-9%	-0.3%
O=C(c1nc2ccccc2s1)N1CCN(c2ccccn2)CC1	-33%	-0.2	55	-3%	i	9	-7.1%	36%	i	0.3	-12%	-0.1%
COc1ccc(NCc2nc3ccccc3n2C)cc1	-44%	-0.6	60	-8%	i	52	1.6%	-15%	i	0.2	-51%	-0.1%
COc1ccc2c(c1OC)C(=O)OC2Nc1nc(-c2cc3cc(Br)ccc3oc2=O)cs1 (stereo unspecified)	-7%	4.1	64	2%	i	20	7.3%	21%	i	0.5	-160%	-0.1%
Cn1c(=O)[nH]c(=O)c2cc(C(=O)c3cc(F)ccc3O)cnc21	-21%	-1.9	46	-2%	i	18	-2.8%	-19%	i	0.2	10%	-0.3%
COc1cc(C(=O)NNC2=NC(C)(C)Cc3cc(C)c(C)cc32)cc(OC)c1OC	-25%	-0.1	77	3%	i	32	-5.4%	1%	i	0.9	0%	0.1%
CSc1ccccc1C(=O)Nc1ncc(C)s1	-26%	-0.7	44	-2%	i	53	-3.6%	-6%	i	1.3	-16%	-0.1%
Nc1nc(SCC(=O)NCc2ccc(F)cc2)[nH]c(=O)c1NC(=O)c1ccc(Cl)cc1	-84%	0.5	48	12%	i	46	-0.7%	-12%	i	0.7	6%	-0.2%
O=C(N=C1SC2CS(=O)(=O)CC2N1c1ccc(F)c(Cl)c1)C1CC1 (stereo unspecified)	-36%	0.5	69	-20%	i	29	-2.3%	-15%	i	2.6	-7%	-0.2%
CCn1ncc(/C=N/NC(=O)c2cc(Cl)ccc2OC)c1C	-18%	1.0	62	4%	i	52	4.3%	-13%	i	0.4	10%	-0.1%
Cc1sc2nc(CN(Cc3cccs3)C(=O)C3CC3)[nH]c(=O)c2c1C	-9%	-5.6	90	4%	i	45	-6.4%	-34%	i	0.3	4%	0.2%
COc1ccc(-c2coc3cc(O)cc(O)c3c2=O)cc1	-70%	-1.9	42	2%	i	34	-3.0%	-26%	i	2.3	-74%	0.2%
O=C(NC(=S)NCCC1=CCCCC1)c1cncc(Br)c1	-21%	10	41	5%	i	43	6.4%	-14%	i	0.4	0%	1.0%
CCOC(=O)C1(CCc2ccccc2)CCN(C(=O)CCn2cncn2)CC1	-42%	0.2	48	6%	i	38	-4.1%	-41%	i	0.4	-32%	0.8%
Cc1cccnc1NC(=O)c1cc2ccccc2oc1=O	-50%	2.4	52	2%	i	30	-2.8%	-14%	i	0.4	-61%	0.2%
Cc1ccc(-n2nnc(-c3nccs3)n2)cc1	78%*	-4.8	55	3%	i	29	0.5%	-24%	i	1.4	-53%	0.1%
CN(C)CCNc1ncnc2oc(-c3ccccc3)c(-c3ccccc3)c12	1%	-0.7	87	1%	i	24	-2.9%	7%	i	0.1	10%	0.3%
CN(C)c1ccc(/C=N/N(CCO)C2=NS(=O)(=O)c3ccccc32)cc1	-10%	-2.5	68	-11%	i	22	1.2%	-41%	i	0.3	-3%	-0.1%
O=C(CN1CCN(S(=O)(=O)N2CCCCC2)CC1)Nc1ccc(Br)cc1	-52%	0.2	60	2%	i	4	3.7%	-22%	i	0.8	0%	0.2%
Cn1nc(NC(=O)C(F)(F)F)c2ncc(-c3ccc(Cl)cc3)nc21	4%	0.2	89	11%	i	52	0.5%	21%	i	0.1	-36%	0.0%
COc1ccc(NC2CCCN(C(=O)COc3ccc(C)cc3)C2)cc1 (stereo unspecified)	-12%	0.8	56	13%	i	4	-2.6%	6%	i	0.6	5%	-0.1%
CN(C)c1ccc(N2CC(C)(C)C2=O)cc1	-27%	-0.3	103	10%	i	52	0.5%	8%	.	.	2%	-1.1%
CCOc1cccc(-c2nnc(SCC(=O)Nc3ccc(OC)c(OC)c3)n2N)c1	-28%	0.3	73	-7%	i	21	2.3%	-4%	i	0.5	-8%	-0.2%
CC1CN(S(=O)(=O)c2cccc(-c3cn4cccnc4n3)c2)CC(C)O1 (stereo unspecified)	22%	.	.	7%	.	.	6.6%	28%	.	.	6%	-0.1%
O=C1S/C(=C\c2ccc(Cl)cc2)C(=O)N1CCn1cnnn1	-18%	-2.1	79	-7%	i	51	1.4%	-13%	i	0.6	6%	-0.3%
COC(=O)c1sc(S(=O)(=O)N2CCC(C(N)=O)CC2)c(C(=O)OC)c1C	-2%	-5.3	98	2%	i	24	-0.5%	-26%	i	0.8	5%	-0.1%
CCC(C)[C@H](NC(=O)NCc1ccco1)C(=O)OC (stereo partly specified)	8%	0.9	66	2%	i	10	0.8%	11%	i	0.2	6%	-0.2%
Cc1ccc(CNC(=O)CCCC(=O)O)cc1	8%	0.4	51	15%	i	59	-3.1%	-4%	i	6.5	5%	-0.1%
O=C(CSc1nnc(-c2c[nH]c3ccccc23)n1-c1ccc(F)cc1)NCc1ccco1	-21%	-0.9	39	5%	.	.	8.1%	10%	i	17	-8%	-0.3%
Cc1cnc(C(=O)Nc2nnc(C)s2)cn1	-3%	-2.0	94	10%	i	20	5.1%	15%	i	0.2	-7%	-0.4%
CC(=O)NC(=S)Nc1ccc(S(=O)(=O)Nc2nc(C)cc(C)n2)cc1	-33%	0.2	120	5%	i	34	0.4%	7%	i	0.6	11%	0.2%
Cc1ccc(SCC(=O)c2c(C)[nH]c3ccccc23)cc1	-23%	0.9	51	6%	i	41	-2.3%	9%	i	0.0	-10%	0.5%
Cc1ccc(C(=O)N2CC3(C(C)C)CN(C(=O)c4ccc(C)cc4)CC(C(C)C)(C2)C3=O)cc1	13%	2.3	64	6%	i	52	3.8%	2%	i	0.8	13%	0.0%
CCOC(=O)c1ccc(N/C=C2\CCCCC2=O)cc1	-86%	-0.2	38	9%	i	25	0.9%	-10%	i	0.7	-89%	-0.1%
